# EP2 mod: modulators of human EP2 prostaglandin E2 receptor. EP2-expressing cells, cAMP HTRF FRET, PGE2 co-stimulation. induction, % at 25 µM. 260,000 compounds, 0.83% hits. AID 940;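 active = compounds whose cAMP rise, as percent of the full-agonist control response, exceeds 60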;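 note: rat C6 glioma line stably carrying human EP2 under a CMV promoter; the protocol text gives 20 µM as final concentration; 100% = response of wells given 1 µM PGE2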
# Target sequence (P43116 whole entry, looked up): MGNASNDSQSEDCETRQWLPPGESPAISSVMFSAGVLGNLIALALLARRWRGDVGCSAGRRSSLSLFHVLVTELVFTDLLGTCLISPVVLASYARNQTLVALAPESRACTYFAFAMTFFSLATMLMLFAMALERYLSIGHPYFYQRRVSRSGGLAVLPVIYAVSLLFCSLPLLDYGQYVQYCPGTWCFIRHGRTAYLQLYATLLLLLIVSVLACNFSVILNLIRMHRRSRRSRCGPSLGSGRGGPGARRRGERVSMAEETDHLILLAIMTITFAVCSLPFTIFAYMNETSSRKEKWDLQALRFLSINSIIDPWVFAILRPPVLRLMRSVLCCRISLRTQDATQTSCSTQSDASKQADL
# PGE2 EP2 inh: EP2 receptor (human) inhibition; C6 glioma cells expressing human EP2, cAMP TR-FRET; cells stimulated with saturating PGE2; inhibition, % at 25 µM; 260,000 compounds, 0.52% hits;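 active = percent inhibition above 40 after rounding to a whole number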;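 note: rat C6 glioma host cells with rolipram phosphodiesterase inhibitor present; the protocol text gives 20 µM as final concentration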
# * = called active by the depositor; & = joins results of further samples. Only part of the results is shown; the hit share may differ from the screen's.
SMILES,EP2 mod,PGE2 EP2 inh
COc1ccc(C(=O)n2c(O)c(/C=C3/C=Nc4ccccc43)sc2=S)cc1,-34.8,34.6
CCCC1COC(Cn2c[n+](CC)cn2)(c2ccc(Cl)cc2Cl)O1 (configuration not stated),-6.5,5.5
CCOC(=O)CNC(=O)CN(C(=O)c1snc(C(N)=O)c1N)c1cccc(OC)c1,-3.7,10.4
Cc1ccc(NC(=O)CCN2CCCCC2)cc1C,-24.5,5.1
CN1CCN(C(=S)NC(=O)/C=C/c2ccc(F)cc2)CC1,19.2,12.3
c1ccc(-c2ccc(OCc3cn4ccccc4n3)cc2)cc1,-114.8,10.4
CCOc1ccc2[nH]c(=O)c(C(c3nnnn3C(C)(C)C)N3CCN(c4ccccc4)CC3)cc2c1 (configuration not stated),-19.7,12.1
CC(=O)Oc1ccc(C(=O)N2CCCCC2)cc1,-11.6,0.9
O=C(CCSc1nc(-c2ccc3c(c2)OCO3)cc(C(F)(F)F)n1)NCCCn1ccnc1,-120.5,12.2
CC(=O)N(C(C)=O)c1c(C)n(C)n(-c2ccccc2)c1=O,-21.0,14.9
CCCC(=O)N1c2ccc(-c3csc(NC(=O)c4cccc(OC)c4)n3)cc2CC1C (configuration not stated),-47.8,6.9
CCC(CN1CCOCC1)NC(=O)Cc1c(C)[nH]c2ccc(Cl)cc12 (configuration not stated),-42.0,7.6

# The closing two compounds of the part above lead into the next:
SMILES,EP2 mod,PGE2 EP2 inh
CCCC(=O)N1c2ccc(-c3csc(NC(=O)c4cccc(OC)c4)n3)cc2CC1C (configuration not stated),-47.8,6.9
CCC(CN1CCOCC1)NC(=O)Cc1c(C)[nH]c2ccc(Cl)cc12 (configuration not stated),-42.0,7.6
CON,28.3,7.2
COc1cccc(NC(=O)CCN2C(=O)/C(=C/c3cc(OC)c(OC)c(OC)c3)SC2=S)c1,22.9,12.2
CC(O)CN(Cc1ccc2c(c1)OCO2)Cc1cn[nH]c1-c1ccc(Cl)cc1 (configuration not stated),60.5,2.5
N#Cc1c(-c2cccs2)cc(-c2cccs2)nc1SCC(=O)Nc1c(F)cccc1F,-27.9,6.4
Cc1nn(C)cc1S(=O)(=O)NCCCN(C)c1ccccc1,-47.9,5.6
COc1ccc2[nH]c(=O)c(C(c3nnnn3C(C)(C)C)N3CCN(c4ccc(F)cc4)CC3)cc2c1 (configuration not stated),-17.6,13.6
CCCn1c(SCC(=O)Nc2ccccc2CC)nnc1-c1ccco1,-11.9,5.1
COc1ccc(C(=O)Nc2ncc([N+](=O)[O-])s2)cc1,-51.8,14.1
CC(NC(=O)c1n[nH]c2c1CCCCC2)c1ccc2c(c1)CCC2 (configuration not stated),-41.3,2.6
Cc1ccc2[nH]c(=O)c(C(c3nnnn3C3CCCC3)N3CCCC(C)C3)cc2c1 (configuration not stated),25.2,8.1
c1ccc2c(c1)c1ccccc1n2Cn1c2ccccc2c2ccccc21,15.5,12.0
C=CCSc1nc2c(c(=O)[nH]c(=O)n2C)n1CCOC,0.5,17.6

# The list goes on; it opens with the 3 that closed the last part.
SMILES,EP2 mod,PGE2 EP2 inh
Cc1ccc2[nH]c(=O)c(C(c3nnnn3C3CCCC3)N3CCCC(C)C3)cc2c1 (configuration not stated),25.2,8.1
c1ccc2c(c1)c1ccccc1n2Cn1c2ccccc2c2ccccc21,15.5,12.0
C=CCSc1nc2c(c(=O)[nH]c(=O)n2C)n1CCOC,0.5,17.6
Nc1nc(N)c2nc(CNc3ccc(C(=O)NC(CCC(=O)O)C(=O)O)cc3)cnc2n1 (configuration not stated),2.9&1.2,15.9&14.2
Cc1cc(C)nc(NCCc2ccccc2)n1,-10.4,9.7
O=C(NC1CCCC1)C(c1ccc(N2CCOCC2)cc1)N(Cc1cccs1)C(=O)c1ccco1 (configuration not stated),8.8,11.9
CCc1ccc(C(C(=O)NC2CCCC2)N(Cc2ccco2)C(=O)c2ccco2)cc1 (configuration not stated),40.1,10.3
COc1cc(CN(CCCN2CCOCC2)Cc2ccc(C)o2)cc2c1OCO2,-11.6,7.3
Cc1ccc(CN(CC(=O)NC2CCCCC2)C(=O)c2csnn2)cc1,1.8,24.7
O=C(CNCC1CCCO1)Nc1cccc2ccccc12 (configuration not stated),-17.8,12.7
Cc1ccc(CNC(=O)CN(C(=O)C2(C)CC(=O)N=C3C=CC=CN32)C2CCCC2)cc1 (configuration not stated),27.7,13.8
CCC(C)(C)n1nnnc1C(c1cc2cc(C)ccc2[nH]c1=O)N1CCCC2(CCCCC2)C1 (configuration not stated),-5.4,5.0
CC1(C)CC(N(Cc2ccc(N3CCOCC3)cc2)Cc2cccnc2)CC(C)(C)N1,-16.2,1.7
Cc1cccc(NC(=O)COc2ccc(S(=O)(=O)N3CCCC3)cc2)c1C,1.4,14.8
COc1cc(N)c(Cl)cc1C(=O)N1CCC2(CC1)NC(=O)c1ccccc1O2,17.4,12.0
CC1CCc2c(sc3ncn(C4CCN(CCC(N)=O)CC4)c(=O)c23)C1 (configuration not stated),-26.6,3.4
COc1cc2cc(CN(Cc3cccs3)S(=O)(=O)c3ccc(C)cc3)c(=O)[nH]c2cc1OC,-110.0,13.3
Cc1ccc(N(CC(=O)N2CCCCC2)S(C)(=O)=O)cc1C,1.6,6.4
COc1ccccc1C(c1nnnn1C(C)(C)C)N1CCC(C(N)=O)CC1 (configuration not stated),-7.2,21.9
CCCc1nc2ccccc2n1CC(O)COc1ccc(F)cc1 (configuration not stated),-3.5,10.9
COc1cc2c(cc1/C=C1\C(C)=C(C#N)c3nc(N)c(C#N)c(C)c31)OCO2,-0.8,10.5
COc1ccc(Cn2nnnc2CN2CCC(C)CC2)cc1,-3.6,10.2
O=C(NC(=S)N1CCOCC1)c1ccc(Cl)cc1,-15.5,6.8
O=C(CN1C(=O)C2CCCN2S(=O)(=O)c2ccccc21)NCCc1ccccc1 (configuration not stated),-13.3,5.0
CCn1c(=O)n(CC(=O)Nc2cccc(-c3ccc(C)o3)c2)c2cccnc21,-132.3,6.6
CCn1cc(C(=O)O)c(C)n1,17.5,5.2
CC(=O)N1CCCc2cc(C(O)CN3CCN(c4cc(C)ccc4C)CC3)ccc21 (configuration not stated),-14.0,4.9
COC(=O)C1=C(C)NC(=O)NC1c1ccc(OCC(=O)Nc2ccc(F)cc2)c(OC)c1 (configuration not stated),-15.4,16.3
Cc1ccc(C)c2[nH]c(=O)c(CN(CCO)C(=S)NC3CCCCC3)cc12,-41.2,4.8
CC(=O)O[C@H]1C[C@@H](OC(C)=O)C(C)(C)C2C[C@@H](OC(C)=O)[C@]3(C)C([C@H](OC(C)=O)C[C@@]4(C)[C@H](c5ccoc5)OC(=O)[C@H]5O[C@]543)[C@]21C (some centres not stated),70.1*,9.0
COc1ccc(C2C3=C(CC(C)(C)CC3=O)Nc3cc(OC)c(OC)cc32)cc1 (configuration not stated),-37.1,7.5
COc1ccc(C(=O)CCC(=O)N2CCC(O)(c3ccccc3C)CC2)cc1C,-41.5,7.3
O=C(NN1C(=O)CSC1=S)c1ccc(Br)cc1,-24.9,7.7
CN(C)c1ccc(-c2nc3n(c2NC(C)(C)C)CCNC3)cc1,-67.7,9.2
Cc1ccc(C)c(NC(=O)CSc2nnc3c4ccccc4n(C)c3n2)c1,-6.7,6.0
O=C(COc1ccc(S(=O)(=O)N2CCCC2)cc1)Nc1cccc(F)c1,-21.0,6.9
Cc1ccccc1C(=O)Nc1cccc(NC(=O)c2ccc3c(c2)OCO3)c1,-76.4,12.6
COc1ccc(-n2nnnc2SCC(=O)Nc2ccc3c(c2)OCCO3)cc1,-56.0,7.9
CC(=O)N1CCCc2cc(C(O)CN3CCN(c4cccc(C)c4)CC3)ccc21 (configuration not stated),-32.3,5.4
CCC1CCCCN1S(=O)(=O)c1ccc(S(=O)(=O)N2CCCCCC2)cc1 (configuration not stated),-42.1,9.4
CN1CCC[C@H](C(=O)OCC(=O)[C@]2(O)CC[C@@H]3[C@H]4CCC5=CC(=O)CC[C@@]5(C)[C@@H]4[C@@H](O)C[C@]32C)C1,10.3,52.8*
COc1ccc2c(c1)C(c1ccncc1)=NNC(c1cccnc1)=N2,2.9,7.8
O=C(C1CCN(S(=O)(=O)c2ccc(Cl)cc2)CC1)N1CCCCCC1,-23.7,6.0
COC(=O)c1c(NC(=O)c2ccc(Cl)cc2)sc(C(=O)Nc2ccccc2OC)c1C,-9.7,25.4
CCOC(=O)c1c(C)n(C2CCCCC2)c2ccc(OCC(N)=O)cc12,53.6,9.2
Cc1cc(N2CCOCC2)nc(N2CC(C)CC(C)C2)n1 (configuration not stated),-16.6,9.4
CCNC(=O)NC1(C(=O)N2CCC(Cc3ccccc3)CC2)CCCCC1,-17.0,3.3
COCCNC(=O)c1ccc2c(c1)C1C3CCC(C3)C1C(c1ccccc1)N2 (configuration not stated),-34.0,10.4
CCCC(c1nnnn1C(C)(C)CC)N(Cc1cccs1)Cc1cc2ccc(C)cc2[nH]c1=O (configuration not stated),45.0,4.5
COCCNC(=S)N(Cc1ccccc1)Cc1cc2c(C)ccc(C)c2[nH]c1=O,-23.2,15.5
COc1cc2sc(N)nc2cc1Cl,-77.5,12.0
Cn1nc(C(C)(C)C)cc1C(=O)Nc1nnc(C(C)(C)C)s1,-19.6,10.5
O=C(C1CCCCC1)N1CCC[C@H]1Cn1nc(-c2ccc3c(c2)OCCO3)ccc1=O,-1.0,5.4
Cc1cc2cc(CN(Cc3cccs3)C(c3nnnn3C(C)(C)C)C(C)C)c(=O)[nH]c2cc1C (configuration not stated),58.9,10.7
Cc1cccc2cc(CN(CCO)C(=S)Nc3cccc(Cl)c3)c(=O)[nH]c12,-72.2,10.8
CCn1ncc(CN(Cc2ccccc2OC)CC2CCCO2)c1C (configuration not stated),8.9,6.0
Cc1ccc(C(=O)N(CCCO)Cc2cc3cc(C)ccc3[nH]c2=O)cc1,-4.2,4.3
CCOC(=O)CSc1nc(C2CC2)nc2sc3c(c12)CCCC3,58.0,6.4
CCc1ccc2[nH]c(=O)c(CN(Cc3ccco3)Cc3nnnn3Cc3ccc(F)cc3)cc2c1,-8.4,9.4
COC(=O)c1c(NC(=O)C(C)C)sc(C(=O)Nc2ccc(C)cc2C)c1C,25.0,4.0
O=C(CN1CCOCC1)Nc1cccc(C(F)(F)F)c1,-40.7,10.8
CCc1ccc2[nH]c(=O)c(CN(Cc3ccco3)C(=S)Nc3ccccc3OC)cc2c1,3.8,7.6
C=CCNC(=O)CN1CCC(O)(c2ccccc2F)CC1,1.9,5.6

# More compounds follow:
SMILES,EP2 mod,PGE2 EP2 inh
CCC(=O)Oc1ccc(C(=O)Nc2cccc(NC(=O)c3ccco3)c2)cc1,-19.4,12.2
Cc1sc(NC(=O)CN2CCC(n3c(=O)[nH]c4ccccc43)CC2)c(C(N)=O)c1C,-21.6,16.2
CC1c2ccsc2CCN1Cc1cccc(OCc2ccccn2)c1 (configuration not stated),-1.5,7.4
Cc1cc(C)c2[nH]c(=O)c(CN(CCCO)C(=O)NC3CCCCC3)cc2c1,30.6,10.8
CCOc1ccc(N(CC(=O)NC(C)(C)CC)C(=O)CCC(=O)Nc2ccccn2)cc1,-33.7,11.6
COc1ccc(CCNC(=O)C2CC(c3ccc(Cl)cc3)=NO2)cc1OC (configuration not stated),-36.9,8.2
O=C(c1ccc(F)cc1)N1CCC(O)(c2ccccn2)CC1,-63.1,5.4
CC(=O)c1cc(C(=O)NCCc2nc(-c3cccnc3)n[nH]2)cs1,-16.1,7.9
CCc1ccc(OC(C)c2n[nH]c(=S)n2CC)cc1 (configuration not stated),0.2,12.3
Cc1ccc(C)c2[nH]c(=O)c(C(c3nnnn3Cc3ccccc3)N3c4ccccc4CC3C)cc12 (configuration not stated),36.7,9.2
CC(C)n1c(NN)nc2c1c(=O)n(C)c(=O)n2C,-28.6,13.5
Cc1ccc2nc(SCC(=O)Nc3ccc(F)cc3)c(C)cc2c1,-25.1,13.4

# In the list so far, these have a furan ring, fused or not:
SMILES,EP2 mod,PGE2 EP2 inh
CCCn1c(SCC(=O)Nc2ccccc2CC)nnc1-c1ccco1,-11.9,5.1
O=C(NC1CCCC1)C(c1ccc(N2CCOCC2)cc1)N(Cc1cccs1)C(=O)c1ccco1 (configuration not stated),8.8,11.9
CCc1ccc(C(C(=O)NC2CCCC2)N(Cc2ccco2)C(=O)c2ccco2)cc1 (configuration not stated),40.1,10.3
COc1cc(CN(CCCN2CCOCC2)Cc2ccc(C)o2)cc2c1OCO2,-11.6,7.3
CCn1c(=O)n(CC(=O)Nc2cccc(-c3ccc(C)o3)c2)c2cccnc21,-132.3,6.6
CC(=O)O[C@H]1C[C@@H](OC(C)=O)C(C)(C)C2C[C@@H](OC(C)=O)[C@]3(C)C([C@H](OC(C)=O)C[C@@]4(C)[C@H](c5ccoc5)OC(=O)[C@H]5O[C@]543)[C@]21C (some centres not stated),70.1*,9.0
CCc1ccc2[nH]c(=O)c(CN(Cc3ccco3)Cc3nnnn3Cc3ccc(F)cc3)cc2c1,-8.4,9.4
CCc1ccc2[nH]c(=O)c(CN(Cc3ccco3)C(=S)Nc3ccccc3OC)cc2c1,3.8,7.6
CCC(=O)Oc1ccc(C(=O)Nc2cccc(NC(=O)c3ccco3)c2)cc1,-19.4,12.2

# More compounds follow:
SMILES,EP2 mod,PGE2 EP2 inh
Oc1ccc(Cl)cc1C=Nc1cnc2ccccc2c1,-3.8,2.7
Cc1cnc(C(=O)Nc2ccc3c(c2)oc2ccccc23)cn1,-25.1,13.8
Cc1cc(S(=O)(=O)N2CCC(C(N)=O)CC2)ccc1-n1cnnn1,4.7,4.5
O=C(Cn1c(-c2cccs2)cc2cccnc21)N1CCOCC1,-2.4,6.6
CC1CCN(C(=O)COc2ccc(S(=O)(=O)N3CCCC3)cc2)CC1,-30.4,6.4
Cc1ccc2nc3c(cc(C(=O)NC(C)c4ccccc4)c(=N)n3C(C)C)c(=O)n2c1 (configuration not stated),-3.7,15.1
CC(NC(=O)Cc1ccccc1Cl)c1nc(-c2cccnc2)n[nH]1 (configuration not stated),-21.5,6.0

# Compound activity: PubChem BioAssay, Emory University Molecular Libraries Screening Center
